From PubChem BioAssay
KCNQ2 block: KCNQ2 potassium channel inhibitors, primary screen, cell-based, CHO-K1, FluxOR thallium flux, B-score (AID 2156) | Potassium voltage-gated channel subfamily KQT member 2 (Rattus norvegicus), O88943 | 20 min; stronger effect = lower value | B-score at 10 µM | hit rate 1.1% among 310,000;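 active means fluorescence ratio B-score at most minus 3 library SDs, with starting brightness B-score within 2 library SDs, cut at about -5.5 in these data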
Target sequence (O88943 whole entry, looked up): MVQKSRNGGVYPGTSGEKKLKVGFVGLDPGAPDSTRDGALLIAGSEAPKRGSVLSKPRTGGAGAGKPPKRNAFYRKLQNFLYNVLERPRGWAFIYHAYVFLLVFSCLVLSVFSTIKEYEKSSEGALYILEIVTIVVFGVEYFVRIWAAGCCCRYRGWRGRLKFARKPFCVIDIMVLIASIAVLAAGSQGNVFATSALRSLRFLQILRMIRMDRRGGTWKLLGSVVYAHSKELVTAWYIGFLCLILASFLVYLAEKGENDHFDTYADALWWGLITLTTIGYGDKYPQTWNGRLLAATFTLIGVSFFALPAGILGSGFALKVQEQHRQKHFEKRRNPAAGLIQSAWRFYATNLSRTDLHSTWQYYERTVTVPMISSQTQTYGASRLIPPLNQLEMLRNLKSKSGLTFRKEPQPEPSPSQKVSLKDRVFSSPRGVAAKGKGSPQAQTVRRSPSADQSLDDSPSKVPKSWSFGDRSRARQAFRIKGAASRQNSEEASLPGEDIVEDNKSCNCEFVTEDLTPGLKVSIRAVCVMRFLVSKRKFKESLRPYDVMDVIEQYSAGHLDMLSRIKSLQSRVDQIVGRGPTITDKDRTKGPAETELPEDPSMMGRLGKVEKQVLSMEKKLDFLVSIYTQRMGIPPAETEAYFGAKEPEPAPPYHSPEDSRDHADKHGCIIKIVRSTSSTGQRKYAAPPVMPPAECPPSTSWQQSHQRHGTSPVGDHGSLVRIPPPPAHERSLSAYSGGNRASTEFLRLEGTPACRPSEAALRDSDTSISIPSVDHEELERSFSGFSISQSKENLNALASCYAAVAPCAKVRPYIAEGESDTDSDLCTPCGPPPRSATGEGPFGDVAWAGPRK
CHT inh: inhibitors of human choline transporter CHT | hit rate 0.86% among 310,000 | B-score at 10 µM | CHT-expressing cells, membrane potential dye, choline response; stronger effect = lower value | High affinity choline transporter 1 (Homo sapiens), Q9GZV3;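 active means B-score over 3 SD under the library average, and starting fluorescence ratio not unusually high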;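 further: choline stimulus applied at its EC90 after an EC20 pre-addition; B-score computed on integrated fluorescence ratio after choline addition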
* = called active by the depositor; i = inactive; / = no result given. Not a hit list; about 1.9% have a hit in one of these screens.

| SMILES | CHT inh | KCNQ2 block |
| --- | --- | --- |
| CC(=O)c1c(C)[nH]c(C(=O)NCCc2ccccc2)c1C | i | i |
| COc1ccc(CCCc2nnc(SCc3nc4ccccc4c(=O)[nH]3)n2C)c(C)c1 | i | i |
| Cc1ccc(C(=O)Nc2cccnc2)cc1S(=O)(=O)N1CCCCC1 | i | i |
| O=C(O)CCCCCNc1nc(-c2ccccc2)nc2ccccc12 | i | i |
| COc1ccc(N2C(=NC(=O)C3CC3)SC3CS(=O)(=O)CC32)cc1Cl (stereo unspecified) | i | i |
| CC(=O)Oc1ccc([N+](=O)[O-])cc1N1C(=O)c2ccccc2C1=O | i | i |
| Cc1cccc(CCNC(=O)CC2C(=O)NCCN2Cc2ccc(F)c(F)c2)n1 (stereo unspecified) | i | i |
| O=C(Oc1ccc2ccc(OC(=O)N3CCOCC3)cc2c1)N1CCOCC1 | i | i |
| CCCCC(=O)NC(c1ccccc1Cl)c1ccc2cccnc2c1O (stereo unspecified) | i | i |
| C=CCOn1c(=O)c(-c2ccc(Br)cc2)[n+]([O-])c2ccccc21 | i | i |
| CC(=O)c1cccc(NC(=O)CC(C)n2ccnc2)c1 (stereo unspecified) | i | i |
| O=C(NNC(=O)c1cccc(S(=O)(=O)N2CCc3ccccc32)c1)c1ccccc1 | / | i |
| c1ccc(-c2cc(N3CCOCC3)nc3ccccc23)cc1 | i | i |
| O=C(COC(=O)c1ccc2ccccc2c1O)NCC(F)(F)F | i | i |
| Nc1c(-c2cccc(Cl)c2)cnn1-c1cccc(C(F)(F)F)c1 | i | i |
| O=C(NCc1ccc(F)cc1)c1ccc2c(=O)n3c(nc2c1)CCCCC3 | i | i |
| COc1cccc(OCC(=O)NNC(=O)c2ccc3ccccc3c2)c1 | i | i |
| O=c1cnnc(Nc2cccc(F)c2)[nH]1 | i | i |
| c1ccc(-c2nnc(-c3c[nH]c4ccccc34)nc2-c2ccccc2)cc1 | i | -6.8* |
| Oc1ccc(/C=N/n2c3ccccc3c3ccccc32)cc1 | i | i |

The list goes on.
| SMILES | CHT inh | KCNQ2 block |
| --- | --- | --- |
| O=C(NCCCn1ccnc1)C1CCCN(S(=O)(=O)c2cc(Cl)ccc2Cl)C1 (stereo unspecified) | i | i |
| C=CCNC(=O)CN1C(=O)NC(C)(c2ccc(OC)cc2)C1=O (stereo unspecified) | i | i |
| COCCN(C(=O)COC(=O)C1(c2ccccc2)CC1)c1c(N)n(CC(C)C)c(=O)[nH]c1=O | i | i |
| O=C(NCCN1CCOCC1)C1CCC(=O)N1Cc1ccccc1Cl (stereo unspecified) | i | i |
| Cc1ccc(OCC(=O)NCCNC(=O)c2ccco2)cc1C | i | i |
| CC(=O)N1CCCc2cc(S(=O)(=O)N3CCCC(C)C3)ccc21 (stereo unspecified) | i | i |
| Cc1cc(NC(=O)c2ccc(Cl)cc2)c(C(C)C)cc1O | i | i |
| CC(C)CNS(=O)(=O)c1ccc(CCC(=O)N2CCN(Cc3ccccc3)CC2)cc1 | i | i |
| CCC(Cc1ccccc1)NS(=O)(=O)c1ccc2c(c1)NC(=O)CS2 (stereo unspecified) | i | i |
| COc1cccc(C(=O)NNC(=O)c2ccccc2-n2cccc2)c1 | i | i |
| CC(C)CN(C)C(=O)CC1C(=O)NCCN1C (stereo unspecified) | i | i |
| C[n+]1ccccc1/C=N/O | i | i |
| O=C(NCCCN1CCOCC1)c1ccc(S(=O)(=O)Nc2ccccc2F)cc1 | i | i |
| O=C(CSc1nnc(-c2cccs2)n1Cc1ccco1)Nc1ccc2c(c1)OCO2 | i | i |
| C=CCn1c(SCc2nc3scc(-c4ccccc4)c3c(=O)[nH]2)nnc1-c1ccccc1F | i | i |
| O=S(=O)(NCC1CCCO1)c1ccccc1 (stereo unspecified) | i | i |
| CCN(CC)CCn1c(NCc2ccco2)nc2ccccc21 | i | i |
| O=C(CSc1nnc(-c2ccco2)n1Cc1ccco1)N1CCOCC1 | i | i |
| NC(=O)C1CCN(C(=O)COc2ccc3c4c(c(=O)oc3c2)CCC4)CC1 | i | i |
| CN(C(=O)c1cc2c(s1)-c1ccccc1S(=O)(=O)C2)c1ccccc1 | i | i |

The listing continues:
| SMILES | CHT inh | KCNQ2 block |
| --- | --- | --- |
| O=C(c1ccco1)N1CCN(c2nc(C3CC3)nc3sc4c(c23)CCCC4)CC1 | i | i |
| COc1ccc(C(C(=O)NC(C)(C)C)N(CCO)C(=O)CCC(=O)Nc2cc(C)on2)cc1 (stereo unspecified) | i | i |
| O=C(COC(=O)c1cnccn1)c1ccc(Br)cc1 | i | i |
| NC(=O)c1c(NC(=O)C2CCCO2)sc2c1CCCCC2 (stereo unspecified) | i | i |
| CCOc1ccc(/C=N/Nc2nc(N3CCCC3)nc(N3CCCC3)n2)cc1OC | i | i |
| CN(CCc1ccccn1)C(=S)Nc1cccc(S(=O)(=O)N(C)C)c1 | i | i |
| Cc1nnc(NC(=O)CSc2nnc(-c3ccco3)n2C(C)C)s1 | i | i |
| Nc1nc(N)c(Cc2ccc(Cl)cc2Cl)c(N)n1 | i | i |
| O=[N+]([O-])c1cc2cccnc2c2ncccc12 | i | i |
| Cc1ccnc(OC(C(=O)O)C(OCc2ccccc2)(c2ccccc2)c2ccc(C(F)(F)F)cc2)n1 (stereo unspecified) | i | -6.1* |
| COc1ccc(/C=C/C(=O)NCc2cn(C)nc2C)cc1COc1ccc(Br)cc1 | i | i |
| COc1cc(-c2ccc3c(=O)c4ccccc4n(C)c3c2)cc(OC)c1OC | i | i |
| O=C(O)C(Oc1ccc2cc(-c3ccc(Cl)cc3)c(=O)oc2c1)c1ccccc1 (stereo unspecified) | i | i |
| CCOC(=O)COn1c(=O)c(-c2ccc(F)cc2)[n+]([O-])c2ccccc21 | i | i |
| CC(C)Sc1nc2c(cnn2-c2ccccc2)c(=O)[nH]1 | i | i |
| C/C=C/C=N/Nc1nc(-c2ccc([N+](=O)[O-])cc2)cs1 | i | i |
| CCCOc1ccc(N2C(=O)CC(N(Cc3ccco3)C(=O)CCC(=O)O)C2=O)cc1 (stereo unspecified) | i | i |
| CCCCCC(=O)Nc1cc(S(=O)(=O)N2CCOCC2)ccc1Oc1ccc(OCC)cc1 | i | i |
| S=C(NC1CCCCCC1)NC1CCCC1 | i | i |
| Cc1ccc2nc(-c3cccnc3)cc(C(=O)N3CCN(c4ccc([N+](=O)[O-])cc4)CC3)c2c1 | i | i |

Five of these compounds, reformatted:
The line under a structure holds: CHT inh | KCNQ2 block
CCOc1ccc(/C=N/Nc2nc(N3CCCC3)nc(N3CCCC3)n2)cc1OC
 : i | i
CN(CCc1ccccn1)C(=S)Nc1cccc(S(=O)(=O)N(C)C)c1
 : i | i
Cc1nnc(NC(=O)CSc2nnc(-c3ccco3)n2C(C)C)s1
 : i | i
Nc1nc(N)c(Cc2ccc(Cl)cc2Cl)c(N)n1
 : i | i
O=[N+]([O-])c1cc2cccnc2c2ncccc12
 : i | i

The list continues:
| SMILES | CHT inh | KCNQ2 block |
| --- | --- | --- |
| CC(C)CN(C(=O)CSc1nn(-c2ccc(Cl)cc2)c(=S)s1)C1CCS(=O)(=O)C1 (stereo unspecified) | i | i |
| CCCOc1ccc(Cc2nn[nH]n2)cc1 | i | i |
| Cc1ccc2cn[nH]c2c1NC(=S)NC(=O)c1ccccc1 | i | i |
| Cc1cc(N2CCC(C(=O)N3CCN(c4cccc(C)c4C)CC3)CC2)n2ncnc2n1 | i | i |
| Cn1c(C(=O)N2CCN(Cc3ccc4c(c3)OCO4)CC2)cc2sccc21 | i | i |
| Cn1c(OCc2cccnc2)nc2c1c(=O)n(Cc1ccc(Cl)cc1)c(=O)n2C | i | i |
| O=C(CC(c1ccco1)C1CCCCC1=O)c1ccccc1 (stereo unspecified) | i | i |
| CS(=O)(=O)N(CCc1ccccc1)CC(=O)Nc1ccc2c(c1)OCO2 | i | i |
| CC(C)Cn1nc(NC(=O)c2cccs2)c2cc3ccccc3nc21 | i | i |
| CC1CN(c2oc(-c3ccco3)nc2S(=O)(=O)c2ccccc2)CC(C)O1 (stereo unspecified) | i | i |
| O=C(O)c1ccc2c(c1)CCCN2 | i | i |
| CC1=NN(C2=NS(=O)(=O)c3ccccc32)C(C)(O)C1 (stereo unspecified) | i | i |
| O=C1CCc2cc(S(=O)(=O)NCc3ccc(Cl)cc3)cc3c2N1CC3 | i | i |
| CCCCCCC(=O)N=Nc1c(O)[nH]c2ccc([N+](=O)[O-])cc12 | i | i |
| CCOC(=O)c1c(N)sc2c1CCCC2 | i | i |
| O=C(CNC(=O)c1ccccc1F)Nc1ccncc1 | i | i |
| CCn1c(=S)sc2c(=O)n(CC(=O)Nc3ccccc3C(F)(F)F)c(C)nc21 | i | i |
| Cc1c(N2C(=O)c3ccccc3C2=O)c(=O)n(-c2ccccc2)n1C | i | i |
| Cc1cccc(NC(=O)CN2C(=O)N/C(=C/c3cc(C)n(C(C)C)c3C)C2=O)c1 | i | i |
| CCOC(=O)C(Cc1ccccc1)C(=O)c1ccco1 (stereo unspecified) | i | i |

Continued:
| SMILES | CHT inh | KCNQ2 block |
| --- | --- | --- |
| CCc1ccc(NC(=O)C2CCCN(S(=O)(=O)c3cccnc3)C2)cc1 (stereo unspecified) | i | i |
| O=C(N/N=C/c1ccc2cccc(OCc3ccccc3)c2n1)c1ccc(Br)cc1 | i | i |
| CCCOc1cccc(C(=O)Nc2cccnc2)c1 | i | i |
| Cc1ccc(C(=O)Nc2ccc(F)cc2F)o1 | i | i |
| CC(=O)Nc1ccc(/C(C)=N/Nc2nc(N3CCOCC3)nc(N3CCOCC3)n2)cc1 | i | i |
| CCN(CC)S(=O)(=O)c1ccc(OC)c(NC(=O)c2cc(C)on2)c1 | i | i |
| CC(C(=O)Nc1nncs1)N1C(=O)C2C3C=CC(C3)C2C1=O (stereo unspecified) | i | i |
| CCOC(=O)C(=O)Nc1ccccc1C(=O)NCc1ccccc1 | i | i |
| O=C(Oc1ccc2c(=O)c(Oc3ccc4ccccc4c3)coc2c1)c1cccnc1 | i | i |
| CCC(C)N(C(=O)CCC(=O)Nc1cc(C)on1)C(C(=O)NC(C)(C)C)c1ccccc1Cl (stereo unspecified) | i | i |
| COc1cc(NC(=S)NCc2cccnc2)cc(OC)c1OC | i | i |
| COc1ccccc1-c1nc(C#N)c(N2CCc3ccccc3C2)o1 | i | i |
| CN(CC(=O)N1CCN(c2ccccn2)CC1)S(=O)(=O)c1ccc2ccccc2c1 | i | i |
| CCc1cc(C=C(Cl)Cl)oc(=O)c1C | i | i |
| CCOc1ccccc1OCCOCCN1CC(C)OC(C)C1 (stereo unspecified) | i | i |
| Cc1ccc(NC(=O)C2CCCN(S(=O)(=O)c3c(C)noc3C)C2)c(Br)c1 (stereo unspecified) | i | i |
| Cc1cc(NC(=O)c2cc(-c3ccccn3)nc3ccccc23)no1 | i | i |
| O=c1[nH]c2c(s1)C(c1ccco1)C1C3CCC(C3)C1S2 (stereo unspecified) | i | i |
| COC(=O)c1cnc(NNS(=O)(=O)c2ccc(C(F)(F)F)cc2)nc1C(F)(F)F | i | i |
| COC(=O)c1c(NC(=O)Cc2cccs2)sc(C)c1C | i | i |

Continued.
| SMILES | CHT inh | KCNQ2 block |
| --- | --- | --- |
| CC(=O)C1=C(O)C(=O)N(c2ccc(O)cc2)C1c1ccc(C)cc1 (stereo unspecified) | i | i |
| CCC(=O)Nc1cccc(NC(=O)CSc2nnc(C3CC3)n2C)c1 | i | i |
| COCCNc1nc(N)c([N+](=O)[O-])c(NCC2CCCO2)n1 (stereo unspecified) | i | i |
| Cc1cc(Oc2ccc(=O)n(C)n2)nc(SCc2ccccc2)n1 | i | i |
| Cc1cc(-c2ccccc2)nc(N(C)C)c1S(C)(=O)=O | i | i |
| O=C(COC(=O)c1ccc(Cl)nc1)NNC(=O)c1ccc(Cl)cc1 | i | i |
| Cc1[nH]n(-c2ccccc2)c(=O)c1/C=N/NC(=O)c1ccoc1C | i | i |
| COc1cccc(CCN2CCC(CNS(=O)(=O)c3cc(-c4cc(C)no4)ccc3C)CC2)c1 | i | i |
| Cc1cc(C(=O)Nc2ccc(N3CCCC3)c(Cl)c2)ccc1[N+](=O)[O-] | i | i |
| C/C(=N\NC(=O)c1sccc1-n1cccc1)c1cccs1 | i | i |
| Cc1ccc(/C(N)=N/OC(=O)Cc2cccs2)cc1 | i | i |
| O=C(CCC(=O)N(CC(=O)NC1CCCC1)c1ccc(F)cc1)Nc1nccs1 | i | i |
| Cc1c(Br)c(O)c(Br)c(O)c1/C=N/n1c(-c2ccccc2)n[nH]c1=S | i | i |
| CN(C)S(=O)(=O)N1CCN(S(=O)(=O)c2ccc3ccccc3c2)CC1 | i | i |
| Cc1[nH]n(-c2ccccc2)c(=O)c1C(=O)Nc1ccccc1 | i | i |
| Cc1nn(C)c(C)c1NS(=O)(=O)c1ccccc1 | i | i |
| Cc1ccc(-c2nn(-c3ccccc3)cc2C(=O)NCCCN2CCOCC2)cc1 | i | i |
| O=S(=O)(c1ccccc1)N1CCCC1c1cccs1 (stereo unspecified) | i | i |
| O=c1cc(CN2CCN(c3ccc(O)cc3)CC2)nc2scc(-c3ccccc3)n12 | i | i |
| CCCc1cc(=O)[nH]c(SCC(=O)Nc2sc3c(c2C#N)CCC(C)C3)n1 (stereo unspecified) | i | i |

Some of the entries so far, as labelled records:
CCC(=O)Nc1cccc(NC(=O)CSc2nnc(C3CC3)n2C)c1
  CHT inh: i; KCNQ2 block: i

COCCNc1nc(N)c([N+](=O)[O-])c(NCC2CCCO2)n1 (stereo unspecified)
  CHT inh: i; KCNQ2 block: i

Other compounds:
| SMILES | CHT inh | KCNQ2 block |
| --- | --- | --- |
| O=C(Nc1ccnc(-c2cccnc2)n1)c1ccccc1Cl | i | i |
| O=CN1CCN(C(C(=O)NC2CCCC2)c2ccc(Cl)cc2)CC1 (stereo unspecified) | i | i |
| Cc1ccc(SCCc2cc[n+](CC(=O)c3ccccc3)cc2)cc1 | i | i |
| C/C(=N\NC(=O)c1cccc(N2CCCC2=O)c1)c1ccc(N)cc1 | i | i |
| CC(C)Cn1c(=O)[nH]c2ccccc21 | i | i |
